14-3-3 Bad PPI = disrupts binding of bovine 14-3-3 zeta to phospho-Bad peptide; TR-FRET 14-3-3zeta/Dy647-pBad peptide displacement, 1 h; inhibition, % at 21.7 µM; actives 0.71% (n = 220,000);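 active = inhibition above about 70%, limit read from the data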;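 also: 0% = full 14-3-3 plus peptide FRET controls and 100% = background without 14-3-3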
Target sequence (P63103 whole entry, looked up): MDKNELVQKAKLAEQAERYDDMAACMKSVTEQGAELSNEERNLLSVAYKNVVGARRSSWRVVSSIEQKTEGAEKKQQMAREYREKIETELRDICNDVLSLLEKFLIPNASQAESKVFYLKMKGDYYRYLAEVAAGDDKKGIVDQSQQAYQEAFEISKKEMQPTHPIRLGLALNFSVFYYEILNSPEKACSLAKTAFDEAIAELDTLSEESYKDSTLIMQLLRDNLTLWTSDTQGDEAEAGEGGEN
Rad51 HR inh = Rad51 (human) homologous recombination inhibition; hRad51 DNA strand exchange, fluorescence dequenching; inhibition, % at 10 µM; actives 0.085% (n = 200,000);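 active = inhibition above 40% at the single screening dose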;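 also: 0% = DMSO control wells and 100% = blanks with heterologous ssDNA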
Target sequence (Q06609 whole entry, looked up): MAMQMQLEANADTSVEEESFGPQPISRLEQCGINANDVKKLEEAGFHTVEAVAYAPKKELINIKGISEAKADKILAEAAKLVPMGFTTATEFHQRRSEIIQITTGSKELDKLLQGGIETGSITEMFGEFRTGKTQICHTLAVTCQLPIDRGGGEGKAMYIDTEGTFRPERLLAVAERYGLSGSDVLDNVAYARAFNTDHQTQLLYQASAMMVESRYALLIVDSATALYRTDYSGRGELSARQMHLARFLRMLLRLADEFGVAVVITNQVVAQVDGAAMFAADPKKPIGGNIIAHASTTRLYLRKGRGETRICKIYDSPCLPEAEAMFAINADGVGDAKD
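Assay system: Human Rad51 nucleoprotein filaments preassembled on unlabelled ssDNA | Reagent: Donor/quencher-labelled 47-bp dsDNA substrate | Doses: One concentration, 10 µM final | Times: 37 °C 15-min filament assembly, 30-min compound preincubation, 15-min exchange | Technique: Fluorescein emission 520 nm, excitation 485 nm | Benchmarks: Plate control and blank wells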
L929 necroptosis = L929 zVAD cell death inhibition; viability rescue, % at 10 µM; L929 zVAD necroptosis rescue, ATP luminescence, 24 h; with zVAD 60 µM; actives 0.38% (n = 220,000);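 active = activation, scaled between plate controls, above about 75%, limit read from the data; inactive = activation under that limit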;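 also: 0% = zVAD with DMSO and 100% = DMSO alone without zVAD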
eIF4E-4G inh = inhibitors of eIF4E and eIF4G interaction in translation initiation; P63073+Q04637; TR-FRET eIF4E-eIF4GI(517-606) binding, 2 h; inhibition, % at 21.7 µM; actives 0.37% (n = 220,000);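 active = inhibition above about 30%, limit read from the data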;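 also: 0% = full FRET control wells and 100% = background wells lacking eIF4GI fragment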
Calpain2 inh = inhibitors of pig calpain II; purified calpain II, fluorogenic peptide substrate, 30 min; inhibition, % at 16 µM; actives 0.37% (n = 220,000); AID 1236;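 active = inhibition above about 50%, limit read from the data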
TbHK1 inh = T. brucei hexokinase 1 inhibition; recombinant TbHK1, G6PDH-coupled NADH A340; inhibition, % at 10 µM; actives 0.11% (n = 220,000);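 active = inhibition of 50% or more in the single-dose primary screen; inactive = inhibition below 50%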
Hck Nef HTS = inhibitors of human Hck kinase activated by Nef. P08631. Recombinant Hck-YEEI plus Nef, Z-Lyte FRET kinase assay. actives 0.68% (n = 220,000). inhibition, % at 20 µM;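 active = Hck-Nef kinase inhibition above about 50%, limit read from the data; inactive = inhibition below that limit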;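 also: 0% = DMSO with Hck plus Nef and 100% = Hck alone without Nef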
EP2 mod = modulates human prostaglandin E2 receptor EP2 signaling; P43116; EP2-expressing cells, cAMP HTRF FRET, PGE2 co-stimulation; induction, % at 25 µM; actives 0.83% (n = 260,000); AID 940;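 active = compounds whose cAMP rise, as percent of the full-agonist control response, exceeds 60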;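 also: rat C6 glioma line stably carrying human EP2 under a CMV promoter; the protocol text gives 20 µM as final concentration; 100% = response of wells given 1 µM PGE2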
Target sequence (P43116 whole entry, looked up): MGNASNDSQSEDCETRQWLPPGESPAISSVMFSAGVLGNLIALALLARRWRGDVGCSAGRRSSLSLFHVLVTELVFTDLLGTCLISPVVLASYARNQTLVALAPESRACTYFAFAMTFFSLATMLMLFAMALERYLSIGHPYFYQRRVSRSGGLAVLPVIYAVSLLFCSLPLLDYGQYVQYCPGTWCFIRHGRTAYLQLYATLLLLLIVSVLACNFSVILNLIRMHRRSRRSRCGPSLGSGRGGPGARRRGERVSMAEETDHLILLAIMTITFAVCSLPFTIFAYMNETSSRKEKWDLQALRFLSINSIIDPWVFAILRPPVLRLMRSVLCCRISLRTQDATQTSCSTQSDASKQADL
EP2 antag = EP2 receptor (human) inhibition; P43116; C6 glioma cells expressing human EP2, cAMP TR-FRET; cells stimulated with saturating PGE2; inhibition, % at 25 µM; actives 0.52% (n = 260,000);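 active = percent inhibition above 40 after rounding to a whole number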;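 also: rat C6 glioma host cells with rolipram phosphodiesterase inhibitor present; the protocol text gives 20 µM as final concentration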
Starred values were filed as active, the others as inactive; i = inactive; · = no result given; & = joins results of further samples; [ ] = remark or other dose.

Preview:
SMILES	14-3-3 Bad PPI	Rad51 HR inh	L929 necroptosis	eIF4E-4G inh	Calpain2 inh	TbHK1 inh	Hck Nef HTS	EP2 mod	EP2 antag
CS(=O)(=O)Nc1ccc(Br)cc1C(=O)c1ccccc1	-17	-1	-0.3	1	24	-3	1	-5	4
FC(F)(F)c1cccc(OCc2noc(-c3ccsc3)n2)c1	0	10	-0.4	0	-3	-1	1	20	14
C[C@H]1CC[C@H]2C(=O)N[C@H](Cc3ccccc3)C(=O)N2[C@@H]1c1ccccc1	-5	-6	4.3	4[fluorescence artefact?]	-5	1	-3	2	12
CCCCn1c(=O)[nH]c(=O)c2c1nc(-c1cc3c(cc1Br)OCO3)n2C	-10	12	0.1	-3	-3	3	-1	18	8
CCOC(=O)c1cccc(NC(=O)/C=C/c2ccc([N+](=O)[O-])cc2)c1	1[fluorescence artefact?]	9	1.0	15	-1	25	8	-42	14

The whole of this part, repeating the preview:
SMILES	14-3-3 Bad PPI	Rad51 HR inh	L929 necroptosis	eIF4E-4G inh	Calpain2 inh	TbHK1 inh	Hck Nef HTS	EP2 mod	EP2 antag
CS(=O)(=O)Nc1ccc(Br)cc1C(=O)c1ccccc1	-17	-1	-0.3	1	24	-3	1	-5	4
FC(F)(F)c1cccc(OCc2noc(-c3ccsc3)n2)c1	0	10	-0.4	0	-3	-1	1	20	14
C[C@H]1CC[C@H]2C(=O)N[C@H](Cc3ccccc3)C(=O)N2[C@@H]1c1ccccc1	-5	-6	4.3	4[fluorescence artefact?]	-5	1	-3	2	12
CCCCn1c(=O)[nH]c(=O)c2c1nc(-c1cc3c(cc1Br)OCO3)n2C	-10	12	0.1	-3	-3	3	-1	18	8
CCOC(=O)c1cccc(NC(=O)/C=C/c2ccc([N+](=O)[O-])cc2)c1	1[fluorescence artefact?]	9	1.0	15	-1	25	8	-42	14
COc1cccc(/C=N/Nc2ncccc2[N+](=O)[O-])c1OC	-5	-8	-1.4	4	14	-43	-3	-2	10
C/C(=N\NC(=O)C(C)n1nc(C)c([N+](=O)[O-])c1C)c1ccccc1O (stereo not given)	-9	4	35	5[fluorescence artefact?]	-6	-15	3	-4	5
CCOC(=O)CC1C(=O)NCCN1Cc1cccs1 (stereo not given)	-4	13	1.7	-10	1	0	-12	25	7
O=C(Oc1nsnc1N1CCOCC1)N1CCOCC1	-6	4	-0.6	4	-21	-8	-1	28&-14	12&17
CC(=O)c1cc(CN2CCN(CC=C(C)C)C(CCO)C2)cs1 (stereo not given)	-7	-14	-0.2	-4	-10	-5	2	-5	6
O=C(c1ccc(F)cc1)N1CCN(c2cc(=O)[nH]nc2-c2ccccc2)CC1	6	-9	-0.1	2[fluorescence artefact?]	3	4	2	-4	10
COc1ccc2[nH]c(=O)c(CN(C)C(=O)C3CCCCC3)cc2c1	4[fluorescence artefact?]	-4	4.2	1	-187	-26	0	-14	2
O=C(c1cccn(Cc2ccc(C(F)(F)F)cc2)c1=O)N1CCOCC1	42	19	0.9	-2	14	-3	24	12	7
Cc1c(F)cccc1NC(=O)CSCC(=O)Nc1ccccc1	-4	16	-0.1	-6	-1	-6	1	2	10
Cc1ccsc1CN1CCN(c2ccccn2)CC1	63	1	-1.4	-7	-9	-2	5	42	5
CC(C)N1C(=O)S/C(=C/c2ccc(Sc3nc4ccccc4[nH]3)o2)C1=O	-7	5	0.3	1	-47	24	1	-27	11
CCCc1nc2ccccc2c(NC(=O)CN(CC)CC)c1CC	80*	·	1.3	19	11	-5	2	2	2
CC(Cl)C(=O)c1c(N)n(C)c(=O)n(C)c1=O (stereo not given)	19[fluorescence artefact?]	·	-0.6	-4	-16	-3	-1	26	12
CC(C)c1ccc(NS(=O)(=O)c2ccc3[nH]cc(C(=O)N4CCC(C(N)=O)CC4)c(=O)c3c2)cc1	96*[fluorescence artefact?]	-5	0.2	8	-18	-7	0	20	7
COc1cccc(C2=NOC(C(=O)Nc3c(C)n(C)n(-c4ccccc4)c3=O)C2)c1 (stereo not given)	-3	·	1.5	7	18	-3	-3	-5	10
O=C(Nc1ccc(Cl)cc1)[C@@H]1[C@@H]2C(=O)N(c3ccc(Cl)cc3Cl)C(=O)[C@@H]2[C@H]2C=CC=NN21	-10	-3	0.5	-16	-287	-6	1	16	6
CC(=O)NC1(C(=O)O)CCCC1	-14	5	0.0	-3	-1	-6	3	14	9
Cc1noc(C)c1COC(=O)CCCc1c[nH]c2ccccc12	-21	·	-1.4	1	-194	6	-3	-1	·
O=C1c2ccc(-c3ccc4c(c3)C(=O)N(CCCO)C4=O)cc2C(=O)N1CCCO	6	28	2.0	2	-53	-25	7	-13	9
Cc1ccc(NC(=O)c2cncc(Br)c2)c(O)c1	-19	-10	0.7	2	6	-1	22	17	1

Next records follow:
SMILES	14-3-3 Bad PPI	Rad51 HR inh	L929 necroptosis	eIF4E-4G inh	Calpain2 inh	TbHK1 inh	Hck Nef HTS	EP2 mod	EP2 antag
CN(C)c1ccc(CN(C(=O)/C=C/c2ccco2)C2CCS(=O)(=O)C2)cc1 (stereo not given)	1	1	0.1	1	-2	-36	9	16	13
Oc1ccc(C=Nc2ccccc2-c2nc3ccccc3[nH]2)cc1	-5	3	1.8	0	i	-4	15	18	15
O=C(c1ccccc1)N1CCN(C2CCCCC2)CC1	60[fluorescence artefact?]	-2	-0.6	5[fluorescence artefact?]	-8	5	7	14	7
CCCS(=O)(=O)Nc1c(C(=O)O)[nH]c2ccc(OC)cc12	1	·	0.9	3	-316	-16	-17	9	8
Cc1ccc(C)c2[nH]c(=O)c(CCNC(=O)CC(C)(C)C)cc12	-2	1	3.5	-3	-2	-13	21	-44	10
S=C(Nc1ccccc1)N1CCN(C(=S)Nc2ccccc2)CC1	-10	·	0.7	-6	26	4	18	-21	5
Cc1cc(C)c2nc(SCC#N)cc(C)c2c1	12	-5	0.4	0	7	0	-9	52	9
Cc1cc(C)nc(N2CCC(C(=O)NCCc3ccccc3)CC2)n1	0	-5	0.2	-1	2	-2	1	-21	8
O=C(O)c1ccccc1N/N=C/c1c(Sc2nnnn2-c2ccccc2)nc2ccccn2c1=O	68	i	0.3	-7	6	-8	-135	-53	17
O=C(Cn1c2[n+](c3ccccc31)CC(O)CS2)c1ccccc1 (stereo not given)	-4	-6	1.2	1	2	1	19	8	11
N#C/C=C1\Sc2ccccc2C(=O)N1CC(=O)N1CCN(S(=O)(=O)c2ccccc2)CC1	0	-10	-0.3	2	-17	5	-1	-21	8
c1ccc(-c2ccccc2-n2cnnn2)cc1	-3	-3	2.0	4	-16	-1	0	12	2
Nc1c(C(=O)c2ccccc2)oc2ccc([N+](=O)[O-])cc12	6	8	-0.3	-3	2	-8	19	25	9
O=[N+]([O-])c1cccc(N/N=C/c2cccc(O)c2O)c1	-22	-15	-0.2	-1	-94	-13	28	-72	29
Cc1ccc(-c2nnn(CC(=O)N3CCN(c4nc5ccccc5s4)CC3)n2)cc1	-5	6	0.5	-9	-4	-5	1	-9	12
CCCCOC(=O)Nc1cc(C(=O)OC)ccc1C(=O)OC	·	·	1.5	·	·	-2	0	·	3
CCC(C)[C@H](NC(=O)NCc1ccc(F)cc1)C(=O)O (stereo not given in full)	-1	8	0.2	-2	22	-4	1	-6	2
NC(=O)C1(C(N)=O)OC1c1ccccc1 (stereo not given)	6	·	0.3	-3	-15	-12	-11	9	8
COc1cccc(N2CC(C(=O)Nc3c(C)cccc3C)CC2=O)c1 (stereo not given)	11	4	0.0	1	-3	2	7	-8	14
O=C1N(c2ccc(Cl)cc2)C(c2ccccc2)N2CCCN12 (stereo not given)	2	0	-0.8	5	4	1	1	32	4
COC(=O)c1cc(-c2ccc(OC)cc2)n[nH]1	-5	3	5.8	-2	3	0	-2	-12	5
O=C(C(Cl)Cl)N1CCN(c2ccccn2)CC1	35	3	0.3	-3	31	34	-3	3	7
COc1ccc(CC(=O)OCC(=O)Nc2ccc3c(c2)OCO3)cc1OC	-6	5	0.1	2	6	5	-17	-7	8
COc1ccc(-n2c(C)c(C(C)=O)c3cc(O)ccc32)cc1	-3	·	1.1	5	0	1	2	-17	·
O=C1CC(Sc2ccc(Cl)cc2)C(=O)N1Cc1ccncc1 (stereo not given)	-3	-4	-0.5	-7	-33	-8	22	20	3

Later entries
SMILES	14-3-3 Bad PPI	Rad51 HR inh	L929 necroptosis	eIF4E-4G inh	Calpain2 inh	TbHK1 inh	Hck Nef HTS	EP2 mod	EP2 antag
CCN1CCCC1CNC(=O)Cn1cnc2ccc(S(=O)(=O)N3CCC(C)CC3)cc2c1=O (stereo not given)	1	-12	0.8	3[fluorescence artefact?]	-32	5	2	-7	13
CCCCC1CCCC12NC(=O)NC2=O (stereo not given)	-5	-2	1.5	-4	8	8	14	-17	3
O=Cc1[nH]c2ccccc2c1N(C(=O)CCl)c1ccc([N+](=O)[O-])cc1	0	12	2.0	11	-6	-63	12	-20	5
Cn1c(=O)c(NCCc2ccccc2)c2c3c(cccc31)C(=O)c1ccccc1-2	0	i	-0.9	-3[fluorescence artefact?]	12	0	-11	77*	2
NC(=O)c1ccc(NC(=O)c2ccc(CN3CCOCC3)cc2)cc1	2	-9	1.4	-17[fluorescence artefact?]	-46	-6	2	20	4
c1csc(Cc2nc3ccccc3[nH]2)c1	12	5	14	2	-7	3	-11	26	2
C=CCN=C1S/C(=C\c2ccc(N(C)C)cc2)C(=O)N1CC=C	-7	-21	0.7	4	-5	-19	-13	24	10
Cn1c(/C=C/c2ccccc2)nc2ccccc21	4	3	4.1	3	-270	-53	16	-3	6
CO/N=C\CC(=O)Nc1ccc(Cl)cc1Cl	-5	23	2.5	2	2	17	7	15	2
Cc1ccccc1CSCCNC(=O)CSCc1ccc([N+](=O)[O-])cc1	-5	·	-0.4	-1	6	1	2	-23	·
C(=N\c1nccs1)/c1c[nH]c2ccccc12	-3	3	-0.3	-1[fluorescence artefact?]	-9	-11	0	-3	9
COc1ccc(/C=C/C(=O)NC(=S)NNC(=O)c2ccco2)cc1OC	-12	-2	-0.7	-4	-43	-62	21	7	4
N#CC(C#N)=Cc1ccc(NC(=O)c2ccc(Br)cc2)cc1	8	9	-0.7	-4	-8	-31	28	-21	10
COC(=O)C1=C(N)OC2=C(C(=O)CC(C)(C)C2)C1c1ccoc1 (stereo not given)	-4	-5	-0.3	0	7	4	-3	2	20
O=C1COc2ccc(C(=O)CSc3ccccc3C(=O)O)cc2N1	8	16	0.5	-7	3	-13	17	25	13
Cc1ccc(NC(=S)NC(NC(=O)c2ccco2)C(Cl)(Cl)Cl)cc1 (stereo not given)	-13	2	0.7	9	8	2	0	-13	8
COc1nccnc1NS(=O)(=O)c1ccc(N=Cc2c(C)[nH]n(-c3ccc(Cl)cc3)c2=O)cc1	-4	-3	0.3	-2	-30	-19	1	9	8
COc1ccc(-n2c(O)c(C=NCC(c3ccco3)N3CCCC3)c3ccccc3c2=O)cc1OC (stereo not given)	2	·	-0.8	2	-41	-32	6	-11	1
CS(=O)(=O)c1ccc(C(=O)NCCN2C(=O)S/C(=C\c3cccnc3)C2=O)cc1[N+](=O)[O-]	32	-15	0.5	1	-164	-24	25	-41	4
Cc1ccc(C)c(NC(=S)NC(NC(=O)N(C)C)C(Cl)(Cl)Cl)c1 (stereo not given)	-9[fluorescence artefact?]	-3	-0.2	-2	-10	6	-1	3	14
CCCCOC(=O)Nc1nnc(COc2ccccc2)s1	0	-1	7.1	8	12	8	-2	15	6
Cn1c(=O)oc2cc(S(=O)(=O)Nc3ccccc3)ccc21	-9	2	-0.3	0	1	4	21	-8	8
C/C(CCC(C)C)=N\NC(=O)COc1ccccc1-c1ccccc1	-3	3	-0.4	-1	14	-2	10	44	10
CCc1cc2c(=O)c(-c3cscn3)coc2c(CN(C)C)c1O	-5	1	0.3	-7	i	-36	3	16	12

A portion of the library (hit frequency here may not be typical).
